# High-throughput results: PubChem, University of Kansas High Throughput Screening Laboratory
# Pf apPOL inh: Pf-apPOL inhibitors, biochemical, fluorescence; 210,000 tested, 0.25% active; inhibition, % at 10 µM; Recombinant Pf-apPOL, molecular beacon fluorescence, 1.5 h; Plasmodium falciparum apicoplast DNA polymerase (apPOL)
# mHTT CaM bind: mutant huntingtin-calmodulin interaction inhibitors – biochemical, AlphaScreen, primary screen; P42858; AlphaScreen His-mHTT/GST-CaM binding, luminescence; inhibition, % at 15 µM; 190,000 tested, 3.6% active; AID 1671202, 2021;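 also: 0% = both proteins with DMSO and 100% = one protein alone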
# Target sequence (P42858 whole entry, looked up, stated change not applied): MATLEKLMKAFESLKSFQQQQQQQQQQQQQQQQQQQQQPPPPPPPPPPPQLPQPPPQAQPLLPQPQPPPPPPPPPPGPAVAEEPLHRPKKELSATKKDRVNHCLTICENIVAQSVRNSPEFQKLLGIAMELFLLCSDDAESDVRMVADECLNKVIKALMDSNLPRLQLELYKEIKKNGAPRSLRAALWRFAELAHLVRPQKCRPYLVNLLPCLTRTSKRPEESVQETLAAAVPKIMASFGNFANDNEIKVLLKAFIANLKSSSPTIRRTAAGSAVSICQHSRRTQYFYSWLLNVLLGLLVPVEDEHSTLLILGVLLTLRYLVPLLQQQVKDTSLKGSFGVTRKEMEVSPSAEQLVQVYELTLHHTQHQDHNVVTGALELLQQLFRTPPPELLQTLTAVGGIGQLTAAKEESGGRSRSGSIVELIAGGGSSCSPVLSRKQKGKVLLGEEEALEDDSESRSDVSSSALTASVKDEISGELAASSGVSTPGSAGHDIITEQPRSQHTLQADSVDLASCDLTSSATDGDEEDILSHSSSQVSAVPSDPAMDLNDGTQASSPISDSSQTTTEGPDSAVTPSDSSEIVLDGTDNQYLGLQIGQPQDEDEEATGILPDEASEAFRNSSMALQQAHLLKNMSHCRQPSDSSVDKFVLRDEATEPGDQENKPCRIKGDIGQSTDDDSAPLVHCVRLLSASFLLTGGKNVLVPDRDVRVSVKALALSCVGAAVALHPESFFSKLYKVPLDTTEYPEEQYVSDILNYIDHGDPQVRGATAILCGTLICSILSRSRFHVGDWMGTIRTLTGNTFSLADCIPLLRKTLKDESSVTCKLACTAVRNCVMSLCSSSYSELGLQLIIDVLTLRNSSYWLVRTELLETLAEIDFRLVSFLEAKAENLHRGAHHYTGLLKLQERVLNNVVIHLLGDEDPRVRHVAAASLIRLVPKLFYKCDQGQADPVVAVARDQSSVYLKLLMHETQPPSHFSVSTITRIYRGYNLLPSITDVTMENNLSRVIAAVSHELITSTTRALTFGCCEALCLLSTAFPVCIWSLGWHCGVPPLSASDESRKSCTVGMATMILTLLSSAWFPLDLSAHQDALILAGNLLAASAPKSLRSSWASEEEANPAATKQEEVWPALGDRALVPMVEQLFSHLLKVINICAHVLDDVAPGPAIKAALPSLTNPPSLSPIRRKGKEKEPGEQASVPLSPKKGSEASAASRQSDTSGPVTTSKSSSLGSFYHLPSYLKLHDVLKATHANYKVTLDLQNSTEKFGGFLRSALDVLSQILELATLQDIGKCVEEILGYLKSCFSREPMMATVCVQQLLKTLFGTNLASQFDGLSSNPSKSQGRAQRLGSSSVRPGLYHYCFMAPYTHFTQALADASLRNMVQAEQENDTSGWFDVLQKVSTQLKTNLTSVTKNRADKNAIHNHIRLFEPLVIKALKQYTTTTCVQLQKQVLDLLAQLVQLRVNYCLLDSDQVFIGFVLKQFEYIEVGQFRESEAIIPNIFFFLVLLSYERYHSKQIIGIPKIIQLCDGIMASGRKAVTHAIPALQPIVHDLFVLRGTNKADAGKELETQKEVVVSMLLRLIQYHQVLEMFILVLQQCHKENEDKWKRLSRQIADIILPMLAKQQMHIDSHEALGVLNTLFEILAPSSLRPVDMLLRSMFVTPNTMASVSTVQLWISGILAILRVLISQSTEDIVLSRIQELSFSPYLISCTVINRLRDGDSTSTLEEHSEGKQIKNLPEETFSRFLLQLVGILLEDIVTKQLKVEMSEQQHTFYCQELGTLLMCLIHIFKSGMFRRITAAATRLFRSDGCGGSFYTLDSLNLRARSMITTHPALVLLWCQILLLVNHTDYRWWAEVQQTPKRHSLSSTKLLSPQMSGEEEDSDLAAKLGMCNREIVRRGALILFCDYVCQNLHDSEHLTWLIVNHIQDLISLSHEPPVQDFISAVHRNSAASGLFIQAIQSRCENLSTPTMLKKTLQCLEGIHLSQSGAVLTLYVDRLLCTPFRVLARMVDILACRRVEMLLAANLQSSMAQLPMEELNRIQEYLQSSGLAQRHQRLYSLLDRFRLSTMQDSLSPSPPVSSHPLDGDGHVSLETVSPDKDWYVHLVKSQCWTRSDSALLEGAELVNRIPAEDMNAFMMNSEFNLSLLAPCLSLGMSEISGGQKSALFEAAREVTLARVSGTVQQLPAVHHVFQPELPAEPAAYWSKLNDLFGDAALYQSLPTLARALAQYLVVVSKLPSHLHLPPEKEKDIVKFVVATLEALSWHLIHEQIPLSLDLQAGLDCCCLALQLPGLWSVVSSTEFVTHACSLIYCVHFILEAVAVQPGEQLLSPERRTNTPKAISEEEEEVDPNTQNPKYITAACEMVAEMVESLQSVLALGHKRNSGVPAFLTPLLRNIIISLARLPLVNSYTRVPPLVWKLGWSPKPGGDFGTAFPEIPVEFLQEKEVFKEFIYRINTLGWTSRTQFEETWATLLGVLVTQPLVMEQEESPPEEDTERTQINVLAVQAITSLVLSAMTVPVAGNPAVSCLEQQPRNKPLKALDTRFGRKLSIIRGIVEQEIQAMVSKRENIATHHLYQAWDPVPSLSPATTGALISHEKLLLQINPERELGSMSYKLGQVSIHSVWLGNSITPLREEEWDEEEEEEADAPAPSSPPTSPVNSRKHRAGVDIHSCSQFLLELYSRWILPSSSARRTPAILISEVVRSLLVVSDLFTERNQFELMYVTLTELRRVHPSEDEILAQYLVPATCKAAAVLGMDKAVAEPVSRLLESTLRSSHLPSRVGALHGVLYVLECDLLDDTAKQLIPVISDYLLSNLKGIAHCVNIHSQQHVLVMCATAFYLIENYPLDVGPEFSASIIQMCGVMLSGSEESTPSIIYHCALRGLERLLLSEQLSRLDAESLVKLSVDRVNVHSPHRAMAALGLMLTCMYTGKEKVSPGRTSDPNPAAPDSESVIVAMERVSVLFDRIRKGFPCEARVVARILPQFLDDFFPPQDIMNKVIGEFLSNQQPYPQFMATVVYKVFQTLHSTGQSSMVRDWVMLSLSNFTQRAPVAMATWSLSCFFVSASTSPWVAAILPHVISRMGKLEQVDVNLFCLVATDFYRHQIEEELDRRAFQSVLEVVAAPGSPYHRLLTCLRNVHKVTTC
# Starred values were filed as active, the others as inactive; . = not tested or not shown; & = joins results of further samples. Rule as the data show it: active = inhibition above about 50%; inactive = the rest.
entry	Compound	Pf apPOL inh	mHTT CaM bind
1	COc1cc(C2(c3ccc(O)c(OC)c3)C(=O)Nc3c(C)cc(Br)cc32)ccc1O	3	60*
2	Cc1ccc(NC(=O)c2cc(S(=O)(=O)N3CCC4(CC3)OCCO4)ccc2F)cc1Cl	-2	19
3	CCCc1cc(SCC(=O)OC)n2c(nc3ccccc32)c1C#N	2	7
4	Cn1c(NC(=O)c2cncc(Br)c2)nc2ccccc21	-5	4
5	Cc1ccccc1CS(=O)(=O)Cc1ccc(C(=O)NCCCN2CC(C)CC(C)C2)o1 (stereo not drawn)	-6	2
6	O=S(=O)(NCC1COc2ccccc2O1)c1ccc2c(c1)CCO2 (stereo not drawn)	3	.
7	NS(=O)(=O)c1ccc(NC(=O)CCC(=O)O)cc1	-8	2
8	O=C(O)CSCCc1ccncc1	3	6
9	CC(=O)Nc1ccc(C(=O)NC2CCCC2)cc1	5	1
10	Cc1ccc(CNC(=O)c2ccc(F)cc2)cc1	-3	-5
11	COc1ccc(S(=O)(=O)Nc2cccnc2)cc1C(=O)O	-6	0
12	CCc1cc(C2CCCN2C(=O)Cn2nc(C(F)(F)F)c3c2CCCC3)on1 (stereo not drawn)	-1	0
13	O=C(Nc1cccc(N=Cc2cc(Cl)cc([N+](=O)[O-])c2O)c1)c1ccco1	2	68*
14	O=Cc1ccc(OCc2ccc([N+](=O)[O-])cc2)c(Br)c1	-7	-2
15	O=C(CN1CCN(C(=O)c2cc3c(s2)CN(C2CCCC2)C3)CC1)N1CCCC1	-3	23
16	CCN(CC)CCNC(=O)c1cc2cc3cc(OC)ccc3nc2s1	-6	1
17	O=C(NCCN1CCOCC1)c1sc2cc(F)ccc2c1Cl	-4	-2
18	O=C(Nc1cccc([N+](=O)[O-])c1)c1cc([N+](=O)[O-])cc2c1-c1ccc([N+](=O)[O-])cc1C2=O	2	3
19	CCOC(CNC(=O)c1cc(Sc2ccc(F)cc2)nc2ccccc12)OCC	-1	-1
20	O=C(Nc1ccc([N+](=O)[O-])cc1)C(=O)N1CCN(c2ccc(F)cc2)CC1	-10	-5
21	Nn1cnn2c(SCC(=O)Nc3ccc(Cl)cc3)nnc12	0	-1
22	CC1=NCCN1S(=O)(=O)c1ccc(I)cc1	-1	-2
23	O=C1CSC(c2ccc(F)cc2)N1c1cc(Cl)ccc1O (stereo not drawn)	-3	-2
24	Cc1c(NC(=O)c2cc(-c3ccc(Cl)cc3)nc3ccccc23)c(=O)n(-c2ccccc2)n1C	8	13
25	Cc1ccc(C(O)=C2C(=O)C(=O)N(CCCN3CCOCC3)C2c2cccnc2)cc1 (stereo not drawn)	3	1

# One compound at a time, as listed above:
# Cc1ccccc1CS(=O)(=O)Cc1ccc(C(=O)NCCCN2CC(C)CC(C)C2)o1 (stereo not drawn) as listed: Pf apPOL inh = -6; mHTT CaM bind = 2
# O=C(Nc1cccc([N+](=O)[O-])c1)c1cc([N+](=O)[O-])cc2c1-c1ccc([N+](=O)[O-])cc1C2=O as listed: Pf apPOL inh = 2; mHTT CaM bind = 3

# Remaining list, next part:
entry	Compound	Pf apPOL inh	mHTT CaM bind
26	Cc1c(C(=O)N2CCN(C)CC2)c(CC(C)C)nn1-c1ccc(Cl)cc1	-3	2
27	CCC1=Nc2cc(C(=O)NCCN(CC)CC)ccc2Sc2ccc(C)cc21	-18	27
28	CCCn1cc(CNC(=O)C2CCc3sc(C(=O)N4CCOCC4)cc3C2)c(C)n1 (stereo not drawn)	-9	4
29	Cc1ncc(CO)c2cc(C(=O)Nc3ccc(F)c(Cl)c3)c(=O)oc12	-2	3
30	COc1cc(Cl)c(C)cc1N1C(=O)CCC1(C)C(=O)NC1CCCC1 (stereo not drawn)	0	16
31	O=C(Nc1ccc(Cl)c([N+](=O)[O-])c1)c1cc2ccccc2c(=O)o1	-13	4
32	Cc1noc(CNC(=O)C2CCN(C(=O)CCSc3ccccc3)CC2)n1	-6	-10
33	O=C(Nc1c2c(nn1-c1cccc(Cl)c1)CSC2)c1ccc(Cl)cc1	-2	-2
34	Cc1cccc(C2C3=C(CCCC3=O)N=C3c4ccccc4C(=O)C32)c1 (stereo not drawn)	1	8
35	CC(C)c1noc(-c2cccnc2N2CCCN(C(=O)c3cccc(Cl)c3)CC2)n1	-7	-6
36	O=C(Nc1ccc(Cn2cncn2)cc1)c1ccoc1	0	-3
37	COc1ccc(CCNC(=O)C(=O)NC2CC2)cc1OC	-6	0
38	COC(=O)c1ccc(Nc2cc(C(=O)N3CCCCC3)nc3ccccc23)cc1	-22	40
39	C[n+]1ccc(C#Cc2ccccc2F)c2ccccc21	-9	22
40	Oc1ccc(Cl)cc1C1=NNC(c2cccs2)C1 (stereo not drawn)	-1	52*
41	CC1CCN(Cc2nc(-c3ccc(N4CCSCC4)nc3)no2)CC1	0	7
42	O=C(CSC1=Nc2ccccc2N=C(c2ccccn2)C1)NC1CCc2ccccc21 (stereo not drawn)	-4	17
43	CC1(C(=O)NCc2cccc(F)c2)CCCN(C(=O)c2cccc(Cl)c2)C1 (stereo not drawn)	4	3
44	O=C(NCc1ccc(Cl)cc1)c1cc(-c2ccccn2)nc2ccccc12	-9	39
45	COc1ccc(NS(=O)(=O)c2ccc3nc(-c4ccccc4)[nH]c3c2)c(OC)c1	-7	9
46	COCCN(Cc1ccsc1)C(=O)c1ccccc1F	-3	-15
47	CCOc1ccccc1C(=O)N1CCc2c(c(-c3nc(C)no3)nn2C)C1	-4	3
48	COc1ccc(S(=O)(=O)Oc2ccc3c(c2)OC(=Cc2cc(OC)c(OC)c(OC)c2)C3=O)cc1	0	-23
49	COc1ccccc1CNC(=O)C1=C2CCCN2c2ccc(F)cc2S1(=O)=O	-2	-16
50	COc1ccccc1CC(=O)N1CCC2(CC1)NC(=O)N(Cc1ccccc1)C2=O	-10	7

# Next results.
entry	Compound	Pf apPOL inh	mHTT CaM bind
51	COc1ccc(C(=O)N2CCC3(CC2)NC(=O)N(Cc2ccc(F)cc2)C3=O)c(C)c1	-7	38
52	N#CC1=C(N)Oc2cc(N)ccc2C1c1ccc([N+](=O)[O-])cc1 (stereo not drawn)	-4	25
53	N#Cc1cc(Oc2ccc(Br)cc2)nc2ccccc12	-3	-12
54	CCC(=O)N1CCc2cc(Br)cc(S(=O)(=O)N3CC(C)CC(C)C3)c21 (stereo not drawn)	-9	-1
55	CC1CN(C(=O)c2ccc(F)cc2F)CC1c1nc(-c2ccccc2)no1 (stereo not drawn)	-8	-8
56	CNC(=S)N(Cc1cccnc1)Cc1cccs1	-8	.
57	O=C1N=c2ccc(Br)cc2=C1c1sc(Nc2cccnc2)nc1O	0	3
58	CCCCOc1ccc(/C=c2\sc3nc(-c4ccncc4)nn3c2=O)cc1OC	-15	6
59	COc1ccc(/C=C2N=C(/C=C/c3cccc([N+](=O)[O-])c3)OC\2=O)c(OC)c1OC	1	7
60	Cc1nnc(NC(=O)c2ccc(C)c(C)c2)s1	-6	4
61	COc1cccc(CCC(=O)N2CCC(c3nc4ccncc4n3CC(C)C)C2)c1 (stereo not drawn)	-6	3
62	C=CCNS(=O)(=O)c1ccc(OC)c(OC)c1	.	-5
63	O=S(=O)(c1ccccc1)c1nc(C(c2ccccc2)c2ccccc2)oc1N1CCOCC1	2	26
64	O=C(c1cnccn1)N1CCCC(c2nc(-c3ccccc3)n[nH]2)C1 (stereo not drawn)	5	6
65	N#Cc1ccc(NC(=O)CN2CCC(c3nc(-c4ccc(F)cc4)no3)CC2)cc1	0	-3
66	CN(C)CCNC(=O)c1cn(C2CCCCC2)c(=O)c2c1c1ccccc1n2C	-2	6
67	CC1=CC(=O)C=C(C)C1=NOC(=O)/C=C/c1ccccc1	0	100*
68	Cc1noc(-c2nn(C)c3c2CN(S(=O)(=O)c2ccccc2F)CC3)n1	-2	26
69	CCOC(=O)c1sc(Sc2ccc(C(F)(F)F)cc2[N+](=O)[O-])nc1C	-7&-2	.
70	CCOC(=O)c1ccc(NC(=O)CN2N=NC3C(=O)N(c4ccc(F)cc4)C(=O)C32)cc1 (stereo not drawn)	-4	-2
71	CCN(CC)c1cc(CNC(=O)Nc2cc(Cl)ccc2OC)ccn1	0	0
72	O=C(Nc1ccc(O)c(-c2nc3ccccc3o2)c1)c1ccc([N+](=O)[O-])o1	2	15
73	CC1(C)CC(=O)C2=C(C1)c1c(ccc3ncccc13)NC2c1ccccc1F (stereo not drawn)	0	31
74	N#Cc1ccsc1NC(=O)c1ccc([N+](=O)[O-])s1	-8	5
75	CCOC(=O)C1CCN(C(=O)c2nc(C)n(C3CCN(C(C)=O)CC3)c2C)CC1	-3	-1

# Further results follow:
entry	Compound	Pf apPOL inh	mHTT CaM bind
76	COc1ccccc1NCc1cccs1	-6	16
77	Cc1ccccc1N1CCN(Cc2cccs2)CC1	-3	-11
78	Cc1c(C=NNc2nc(-c3ccccc3)cs2)sc2ccccc12	-15	.
79	COc1ccccc1-c1cc(=O)c2cc(NC(=O)c3cc(OC)c(OC)c(OC)c3)ccc2o1	2	14
80	O=C(NCc1ccco1)N(c1ccccc1)c1ccccc1	-3&-2	-19&-5
81	O=C(NCc1cccs1)NC1CCCC(OC(=O)Nc2ccccc2)C1 (stereo not drawn)	-8	-3
82	COc1cccc(-c2cn3ccn(-c4ccc(OC)c(Cl)c4)c(=O)c3n2)c1	-1	-8
83	O=C(CCS(=O)(=O)c1ccccc1)N1CCCc2ccccc21	-1	-2
84	Cc1ccccc1-c1nc2s/c(=C\c3ccc(F)cc3)c(=O)n2n1	-1	-2
85	Clc1cc(Br)ccc1OCCn1ccnc1	-5	1
86	CC1SCC(NC(=O)c2ccccc2Cl)CS1 (stereo not drawn)	-3	.
87	O=C1NC(=O)/C(=C/c2ccccc2OCc2ccc([N+](=O)[O-])cc2)S1	-2	1
88	CSc1cccc(NC(=O)CN(C)S(=O)(=O)c2ccc(C)cc2)c1	-2	-4
89	C=C(C)C(C)(O)C#CCN1CCCCC1 (stereo not drawn)	0	-5
90	O=C(c1ccccc1C(F)(F)F)N(CCc1cccs1)Cc1cccnc1	-10	-4
91	COc1ccccc1-c1nnc(NC(=O)CSCc2ccccc2)s1	-4	-11
92	O=C1CCCN2N=C(SCc3ccccc3)SC2=N1	-4	1
93	O=C1C2CCCCC2C(=O)N1c1cc(C(F)(F)F)ccc1Cl (stereo not drawn)	-2	-9
94	Cc1cc(C)c(C)c(OCCCCN(C)C)c1	-3	-3
95	COCCNC(=O)C1CCCN(c2nnc3ccccn23)C1 (stereo not drawn)	-1	0
96	CCCCN(CC)C(=O)c1ccccc1OCC	-14	-5
97	CC(C)c1ccccc1NC(=O)CN1C(=O)NC2(CCCCC2)C1=O	-5	1
98	Cc1cc(C)c2nc(C)cc(Nc3ccc(C(=O)O)cc3)c2c1	-14	3
99	CC(=O)Nc1ccc2nc(SCC(=O)NCC3CCCO3)sc2c1 (stereo not drawn)	-2	8
100	Cc1ccc(S(=O)(=O)N(/C=C2\Sc3ccccc3C2=O)c2ccc([N+](=O)[O-])cc2)cc1	-2	60*

# A different layout for 4 compounds above.
82) COc1cccc(-c2cn3ccn(-c4ccc(OC)c(Cl)c4)c(=O)c3n2)c1
83) O=C(CCS(=O)(=O)c1ccccc1)N1CCCc2ccccc21
84) Cc1ccccc1-c1nc2s/c(=C\c3ccc(F)cc3)c(=O)n2n1
85) Clc1cc(Br)ccc1OCCn1ccnc1

entry no. | 82 | 83 | 84 | 85
Pf apPOL inh | -1 | -1 | -1 | -5
mHTT CaM bind | -8 | -2 | -2 | 1

# (listing goes on)
entry	Compound	Pf apPOL inh	mHTT CaM bind
101	O=C(Nc1ccc2cn[nH]c2c1)c1ccc(Cn2ccnc2)cc1	0	17
102	CCc1nc(-c2c(C)cc(C)nc2NC(=O)c2cc(F)ccc2F)no1	-2	2
103	COc1ccc(CC(=O)N2CCC(Oc3cc(N(C)C)ncn3)C2)cc1 (stereo not drawn)	-1	4
104	CCOc1ccc(C(=O)Nc2ccccc2Cl)cc1Cl	-7	-9
105	Cc1ccc(N2CC(C(=O)Nc3ccccc3F)CC2=O)cc1 (stereo not drawn)	-4&-2	-6&8
106	Cc1cc(C)n(-c2ccc(=O)n(C(C)C(=O)Nc3cccc4nsnc34)n2)n1 (stereo not drawn)	-4	-7
107	COc1ccc(OCC(O)Cn2cnc3ccccc32)cc1 (stereo not drawn)	1	1
108	O=C(Nc1ccc([N+](=O)[O-])c(NC(=O)c2cccs2)c1)c1cccs1	-14	22
109	O=c1oc2ccccc2cc1-c1nnc(-c2cccnc2)o1	-5	1
110	CCOC(=O)C1C(=O)C=C(c2ccc(OC)cc2)CC1c1cc(OC)ccc1OC (stereo not drawn)	-2	7
111	CCCCNC(=O)c1cc2c(n(-c3ccccc3)c1=O)CC(C)(C)CC2=O	3	3
112	CSc1ccc(C2C(C#N)=C(N)OC3=C2C(=O)CCC3)cc1 (stereo not drawn)	-16	0
113	Cc1nc2ccccc2c2c1C(=O)N(C1CCCCC1)C2=O	4	7
114	CCNC(=O)c1nc(-c2ccc(C)cc2)n2c1CCCCC2	-16	7
115	Cc1ccc(N2CCC(NC(=O)c3ccc(N(C)C)cc3)C2=O)cc1 (stereo not drawn)	-6	-7

# Reprinted at random: two entries already listed
entry	Compound	Pf apPOL inh	mHTT CaM bind
93	O=C1C2CCCCC2C(=O)N1c1cc(C(F)(F)F)ccc1Cl (stereo not drawn)	-2	-9
77	Cc1ccccc1N1CCN(Cc2cccs2)CC1	-3	-11
